# Bioassay records deposited in PubChem by several laboratories.
# MEKK3 PB1 HTS – modulators of MEKK3-MEK5 PB1 binding, primary screen, biochemical, wildtype MEKK3, multiplex bead flow cytometry, Alexa488-MEK5; Mitogen-activated protein kinase kinase kinase 3 (Homo sapiens), Q99759; bead-based flow cytometry, Alexa488-MEK5 binding to MEKK3; actives lie on both sides; 0 = blocked by unlabeled MEK5, 100 = vehicle; hit rate 1.4% among 290,000; binding response (% of control), % at 10 µM; AID 1529, 2009;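 active = binding response more than 3 SD above or below the average of its plate-row segment, actives on both sides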;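 also: Alexa488 bead fluorescence after subtracting the streptavidin-only scavenger bead signal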
# GPR7 antagonist – GPR7 receptor antagonists, primary screen, cell-based, fluorescence, single concentration | GPR7-expressing cells, fluorescence antagonist assay | inhibition, % at 4.4 µM | hit rate 1.1% among 290,000; in the data active = inhibition above about 16%, passing the limit was not always enough;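 also: cells stimulated with the agonist NPW; 0% = agonist with vehicle and 100% = vehicle without agonist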
# Target sequence (P48145 whole entry, looked up): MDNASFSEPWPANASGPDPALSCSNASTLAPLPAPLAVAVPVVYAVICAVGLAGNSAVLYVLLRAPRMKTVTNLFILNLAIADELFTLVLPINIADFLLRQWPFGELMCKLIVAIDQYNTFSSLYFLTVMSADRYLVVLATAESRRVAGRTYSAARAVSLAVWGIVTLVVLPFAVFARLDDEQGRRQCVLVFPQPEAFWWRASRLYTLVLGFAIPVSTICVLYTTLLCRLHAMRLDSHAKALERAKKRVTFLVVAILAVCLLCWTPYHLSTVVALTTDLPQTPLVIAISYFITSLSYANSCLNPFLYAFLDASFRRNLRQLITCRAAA
# NALP1 inh – NALP1 inflammasome inhibitors in reconstituted yeast, colorimetric, S. cerevisiae, triplicate retest. S. cerevisiae NALP1/ASC/caspase-1 growth, X-gal OD620, 72 h. inhibition, % at 10 µM. hit rate 0.61% among 280,000. AID 2071, 2009; in the data active = inhibition mostly above about 24%, no sharp cut-off; inactive = mostly below about 32%; also: some compounds called inactive have numbers as strong as hits
# MEKK2mut PB1 HTS – MEK5 binding signal on mutant MEKK2 PB1, primary screen, biochemical, multiplex bead flow cytometry, Alexa488-MEK5 | Alexa488-MEK5 binding to MEKK2 mutant | percent response, % at 10 µM | hit rate 0.35% among 290,000 | AID 1530, 2009; in the data active = percent response above about 24%, passing the limit was not always enough; also: inactives centre near 1; some results filed as inactive read as strong as hits; reference of the scale not given here
# MEKK2 WT-MEK5 – modulators of MEK5 binding to wildtype MEKK2, primary screen, biochemical, multiplex bead flow cytometry, Alexa488-MEK5; Mitogen-activated protein kinase kinase kinase 2 (Homo sapiens), Q9Y2U5; hit rate 1.1% among 290,000; Alexa488-MEK5 binding to MEKK2 WT; actives lie on both sides; binding response (% of control), % at 10 µM; AID 1531, 2009; in the data active = binding response below about 67% or above about 130%
# PHOSPHO1 inh – PubChem AID 1565; hit rate 1.1% among 290,000; recombinant PHOSPHO1, absorbance phosphatase assay; inhibition, % at 13.3 µM; Phosphoethanolamine/phosphocholine phosphatase (Homo sapiens), Q8TCT1; in the data active = inhibition above about 60%
# Target sequence (Q8TCT1 whole entry, looked up): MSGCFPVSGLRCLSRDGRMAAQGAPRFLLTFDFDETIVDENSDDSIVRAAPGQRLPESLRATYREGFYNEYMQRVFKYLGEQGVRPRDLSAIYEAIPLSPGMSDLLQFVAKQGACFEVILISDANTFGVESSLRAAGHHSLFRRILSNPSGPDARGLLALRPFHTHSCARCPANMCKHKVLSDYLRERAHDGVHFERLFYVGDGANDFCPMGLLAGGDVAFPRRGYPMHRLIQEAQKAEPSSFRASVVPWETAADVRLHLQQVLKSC
# OXTR ag – human OXTR agonists, primary screen, fluorescence, CHO-OTR cells, Fluo-8 calcium. Oxytocin receptor (Homo sapiens), P30559. hit rate 0.32% among 320,000. activation, % at 3 µM. Fluo-8 calcium fluorescence; normalized: DMSO 0%, oxytocin 100%;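 active = activation above the mean of all tested compounds plus 3 SD, cutoff set per screening run, cut at about 20% in these data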;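 also: peak over basal fluorescence ratio from a 100 s FLIPR kinetic read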
# Target sequence (P30559 whole entry, looked up): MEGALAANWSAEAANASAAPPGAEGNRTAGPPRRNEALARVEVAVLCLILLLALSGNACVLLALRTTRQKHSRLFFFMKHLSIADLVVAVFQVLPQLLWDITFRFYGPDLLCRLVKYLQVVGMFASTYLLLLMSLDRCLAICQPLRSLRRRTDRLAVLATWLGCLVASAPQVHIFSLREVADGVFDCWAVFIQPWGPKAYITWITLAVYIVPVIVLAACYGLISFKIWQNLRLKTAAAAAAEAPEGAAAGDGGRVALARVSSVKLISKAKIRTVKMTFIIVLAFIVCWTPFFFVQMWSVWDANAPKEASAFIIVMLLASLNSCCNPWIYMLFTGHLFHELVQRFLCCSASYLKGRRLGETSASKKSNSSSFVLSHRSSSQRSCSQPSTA
# DNA FID counter – compounds displacing fluorescent DNA intercalator, primary screen, artefact control for HCV NS3 helicase inhibitor project, biochemical, FID fluorescence. DNA fluorescent intercalator displacement. inhibition, % at 7.9 µM. hit rate 0.17% among 290,000. AID 1845, 2009; in the data active = inhibition above about 37%;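 also: 0% = vehicle and 100% = reference compound; higher means more ethidium bromide displaced from hairpin DNA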
# PfM18AAP inh – PfM18AAP inhibitors, malaria aminopeptidase, primary screen, biochemical, QFRET, recombinant enzyme. M18 aspartyl aminopeptidase (Plasmodium falciparum 3D7). H-Glu-NHMec fluorogenic cleavage. hit rate 1.2% among 290,000. inhibition, % at 7.35 µM;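 active = inhibition above the campaign mean inhibition over all tested compounds plus 3 SD, cut at about 28% in these data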;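 also: 0% = plate median of test compound wells and 100% = 2 mM ZnCl2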
# * = called active by the depositor; nt = no result given.
# Value order – MEKK3 PB1 HTS	GPR7 antagonist	NALP1 inh	MEKK2mut PB1 HTS	MEKK2 WT-MEK5	PHOSPHO1 inh	OXTR ag	DNA FID counter	PfM18AAP inh
- O=C(COC(=O)c1c(F)cccc1F)Nc1ccccc1OC(F)F
  104.0	-3.8	3.3	2.0	100.0	18.7	-2.3	-9.8	-1.2
- O=C(CSc1ccc2c(c1)OCCO2)NCc1ccccc1
  83.0	2.4	4.3	-19.0	77.0	-3.0	-0.9	-10.5	17.2
- C/C(=N\NC(=O)c1ccccc1)C1C2C=CC(C2)C1(C)C (stereo not given)
  109.0	-1.5	11.4	9.0	113.0	31.3	-0.1	-13.2	1.6
- OC1(C#CCN2CCCC2)c2ccccc2-c2ccccc21
  94.0	4.8	11.9	-2.0	97.0	23.1	1.5	0.5	-6.7
- CCOc1ccc(C(CC(=O)O)NC(=O)C2c3ccccc3Oc3ccccc32)cc1 (stereo not given)
  96.0	7.0	21.0	-8.0	93.0	6.0	-0.4	-42.7	-0.2
- S=c1nc(-c2csc3c2CCCC3)[nH][nH]1
  99.0	-8.8	-6.5	4.0	103.0	-18.3	-0.4	-1.6	5.6
- Cc1ccc(-c2noc(CCC(=O)NCCCN3CCN(c4cccc(Cl)c4)CC3)n2)cc1
  106.0	19.0*	-14.3	11.0	130.0	-6.0	30.7*	8.0	2.2
- O=C(CCCc1ccccc1)Nc1ccnn1C1CCN(Cc2ccc(Cl)cc2)CC1
  101.0	5.5	10.4	7.0	114.0	23.5	9.1	8.5	-7.5
- COc1ccc(C(=O)NCc2nnc(SCC(=O)N3CCc4ccccc43)o2)cc1OC
  97.0	-9.9	7.8	6.0	107.0	12.4	-2.4	-1.0	-0.2
- Cc1ccc(C(=O)N2CCC(C(=O)Nc3cccc([N+](=O)[O-])c3)CC2)cc1
  101.0	0.3	0.2	3.0	98.0	46.5	-1.6	-12.7	6.7
- CC(C)NC(=O)c1onc(CSc2ccccc2)c1C(=O)O
  113.0	-13.3	-7.8	9.0	115.0	41.7	-0.1	-2.5	6.8
- COC(=O)C1CCN(C(=O)Cc2ccc(C)cc2)CC1
  101.0	-6.0	7.9	4.0	102.0	8.6	0.5	-4.3	0.5
- COc1ccccc1N1CCN(C(=O)c2cccc(N3C(=O)NC4CC3(C)Oc3c(OC)cccc34)c2)CC1 (stereo not given)
  98.0	3.5	-28.1	1.0	97.0	16.9	-0.4	-55.5	1.6
- Cc1cc(C)n2nc(SCCCC(=O)c3ccc(F)cc3)nc2n1
  88.0	-8.5	7.9	-2.0	92.0	24.9	-0.2	1.6	2.2
- COc1ccc(Cl)cc1NC(=O)CSc1nnc(COc2ccccc2)n1N
  96.0	6.1	30.5	-1.0	100.0	27.7	0.6	-12.8	10.6
- COc1ccc(Cl)cc1C(=O)N/N=C/c1ccc(N2CCOCC2)cc1
  100.0	-24.3	3.4	1.0	98.0	43.7	1.5	-11.2	3.7
- CC(=O)N1CCc2ccc(C(=O)CN3CCN(c4cccc(C)c4C)CC3)cc21
  96.0	-3.7	-0.4	-5.0	97.0	16.2	nt	-5.5	1.6
- CCCCC1=CC2=CC(=O)C(C)(OC(=O)CC)C(=O)C2=CN1C1CCCCC1 (stereo not given)
  92.0	nt	1.0	-14.0	90.0	35.3	-0.7	nt	nt
- COc1ccc(N=C2SC(C(=O)N3CCN(c4ccc([N+](=O)[O-])cc4)CC3)CC(=O)N2C)cc1 (stereo not given)
  104.0	-1.6	16.4	3.0	98.0	37.8	0.3	2.1	1.9
- O=C(CSc1nnc(C2CCCCC2)o1)N1CCCCC1
  101.0	-14.5	4.9	4.0	113.0	-9.6	-0.7	-13.0	-4.7
- CC1=NN(C(=O)c2ccco2)C(O)(c2ccccc2)C1 (stereo not given)
  101.0	-6.6	-5.3	-2.0	100.0	31.5	0.4	-6.8	1.5
- O=C(NC1CCCCCCC1)C1c2ccccc2C(=O)N1Cc1ccco1 (stereo not given)
  104.0	39.4*	-1.0	12.0	104.0	4.3	-1.4	-17.4	1.8
- COc1cc(C(=O)N[C@H](C(=O)Nc2nnc(C3CC3)s2)C(C)C)cc(OC)c1OC
  105.0	-9.2	16.4	-1.0	108.0	28.5	-0.4	-24.3	2.8
- CCc1cccc(CC)c1NC(=O)c1ccccc1
  102.0	-10.7	-18.2	2.0	102.0	27.4	-2.3	-3.7	-5.2
- O=C(Nc1cccc(F)c1)NC1(C(=O)N2CCC(O)CC2)CCCCC1
  97.0	1.6	7.8	-4.0	95.0	10.3	0.4	-2.9	-5.3
- CN(Cc1nc2ccccc2n1C)S(=O)(=O)c1ccc(Cl)cc1
  99.0	-6.3	-2.1	2.0	97.0	0.2	-1.0	-5.3	-7.6
- O/N=C1/CCSc2ccccc21
  101.0	-5.8	19.3	3.0	103.0	-8.4	2.8	-1.8	-0.8
- COc1ccc(-c2c[n+]3c4n2CCCCC4=C(c2ccccc2)C3)cc1
  105.0	-10.9	11.5	16.0	126.0	-59.4	-0.9	-4.7	0.4
- CC(C)CC1(C)NC(=O)N(CCN2C(=O)c3ccccc3C2=O)C1=O (stereo not given)
  110.0	-11.0	17.7	2.0	100.0	17.9	0.4	-3.2	-3.3
- CS/C(Nc1cc(Cl)ccc1Cl)=C(/C#N)C(=O)c1ccco1
  102.0	-7.4	7.9	7.0	99.0	3.3	-1.0	-19.2	-6.6
- O=C(CC1C(=O)NCCN1Cc1ccc(-c2ccccc2)cc1)NCCCn1ccnc1 (stereo not given)
  109.0	-9.6	nt	1.0	114.0	21.9	1.1	0.8	-5.3
- COCCCNC(=O)CCS(=O)(=O)Cc1ccc(C)cc1
  100.0	-3.9	14.9	1.0	105.0	-5.4	0.0	-1.3	-2.5
- Cn1c(=O)c2c(ncn2CCOc2ccc(F)cc2)n(C)c1=O
  103.0	-8.8	3.5	4.0	103.0	43.3	6.5	-16.1	9.6
- CCn1cc(C(=O)NCCCN2CC(C)CC(C)C2)c(=O)c2cc(S(=O)(=O)N(C)C)ccc21 (stereo not given)
  106.0	2.2	-28.9	5.0	109.0	4.7	1.0	7.9	-2.8
- COC(=O)c1sccc1N(C)S(C)(=O)=O
  102.0	-0.4	16.6	0.0	100.0	33.5	-0.5	-3.2	-2.1
- CCOc1ccc(/C=N/N(C)c2ccccc2)cc1OC
  98.0	11.0	13.4	4.0	97.0	16.0	-1.9	-2.9	9.7
- COc1cc(NC(=O)c2cc(S(=O)(=O)N3CCCCC3)c[nH]2)cc(OC)c1
  102.0	-0.3	19.3	0.0	102.0	35.7	0.0	-25.7	-2.0
- CCn1c(=O)c([N+](=O)[O-])c(NCCc2ccccc2)c2ccccc21
  111.0	-4.2	25.9	6.0	117.0	3.5	0.4	-3.1	-0.9
- CC(C)/C=N/Nc1nc(-c2ccc(Br)cc2)cs1
  96.0	-3.6	16.9	-1.0	98.0	-8.2	-3.2	-0.1	9.6
- CCc1c(O)nc2ccccn2c1=O
  106.0	-5.6	17.1	0.0	103.0	-12.0	-0.2	-2.8	0.8
- CCOC(=O)c1cccc(NC(=O)CSc2nncn2-c2ccccn2)c1
  96.0	11.0	24.6	-6.0	98.0	23.0	-0.6	-20.0	2.6
- CCCc1nc2c(=O)[nH]c3ccccc3c2o1
  109.0	-5.0	-20.2	6.0	108.0	9.1	-0.4	-0.8	-5.2
- COc1cccc(C(=O)N2CCN(C3CCC(c4ccccc4)CC3)CC2)c1OC (stereo not given)
  101.0	0.9	2.8	19.0	105.0	15.5	1.3	-7.2	2.0
- CC1(C(=O)O)CCC(C(=O)Nc2ccc3ccccc3c2)C1(C)C (stereo not given)
  104.0	-11.9	15.2	0.0	101.0	21.7	-0.5	-11.9	-3.2
- O=c1c2c3c(sc2nc2n1CCCS2)CCCC3
  107.0	-18.9	18.1	1.0	106.0	27.0	-1.6	-1.9	-0.2
- O=C(Nc1ccc(C(=O)NC2CCCCC2)cc1)c1cncc(Br)c1
  99.0	-5.6	9.2	-5.0	95.0	44.8	0.0	2.2	-5.5
- Cc1noc(C)c1COc1cccc(C(=O)OCCOc2ccc(F)cc2)c1
  105.0	-5.9	-8.5	9.0	107.0	-21.6	1.7	-4.2	-10.1
- CCCCCCCC(=O)NNC(=O)Cc1ccccc1
  102.0	-3.3	18.1	1.0	102.0	22.4	-1.6	-1.8	-1.4
- O=C1N(c2ccccc2)C2CS(=O)(=O)CC2N1c1ccc(Cl)c(Cl)c1 (stereo not given)
  98.0	-6.1	-7.9	-1.0	98.0	12.2	3.5	6.2	3.7
- O=C1ON=C(c2ccccc2)/C1=C/c1ccc(O)c(O)c1
  104.0	-8.7	10.6	3.0	104.0	19.7	0.2	-6.3	60.5*
- CCOC(=O)N1CCC(NC(=O)C(CC(C)C)NC(=O)C2CCCCC2)CC1 (stereo not given)
  116.0	-0.3	-0.4	4.0	114.0	-14.6	-0.7	-24.8	-2.6
- NC(N)=NC(=S)Nc1ccc(Cl)cc1
  99.0	-4.8	-1.7	6.0	106.0	50.8	nt	-3.0	-0.7
- COc1ccccc1-c1cn[nH]c1-c1ccc(O)cc1O
  105.0	6.1	-4.9	3.0	102.0	31.6	3.4	-8.1	16.5

# 4 entries from above, as labelled records.
Molecule: CCCc1nc2c(=O)[nH]c3ccccc3c2o1
  MEKK3 PB1 HTS = 109.0	GPR7 antagonist = -5.0	NALP1 inh = -20.2	MEKK2mut PB1 HTS = 6.0	MEKK2 WT-MEK5 = 108.0	PHOSPHO1 inh = 9.1	OXTR ag = -0.4	DNA FID counter = -0.8	PfM18AAP inh = -5.2
Molecule: COc1cccc(C(=O)N2CCN(C3CCC(c4ccccc4)CC3)CC2)c1OC (stereo not given)
  MEKK3 PB1 HTS = 101.0	GPR7 antagonist = 0.9	NALP1 inh = 2.8	MEKK2mut PB1 HTS = 19.0	MEKK2 WT-MEK5 = 105.0	PHOSPHO1 inh = 15.5	OXTR ag = 1.3	DNA FID counter = -7.2	PfM18AAP inh = 2.0
Molecule: CC1(C(=O)O)CCC(C(=O)Nc2ccc3ccccc3c2)C1(C)C (stereo not given)
  MEKK3 PB1 HTS = 104.0	GPR7 antagonist = -11.9	NALP1 inh = 15.2	MEKK2mut PB1 HTS = 0.0	MEKK2 WT-MEK5 = 101.0	PHOSPHO1 inh = 21.7	OXTR ag = -0.5	DNA FID counter = -11.9	PfM18AAP inh = -3.2
Molecule: O=c1c2c3c(sc2nc2n1CCCS2)CCCC3
  MEKK3 PB1 HTS = 107.0	GPR7 antagonist = -18.9	NALP1 inh = 18.1	MEKK2mut PB1 HTS = 1.0	MEKK2 WT-MEK5 = 106.0	PHOSPHO1 inh = 27.0	OXTR ag = -1.6	DNA FID counter = -1.9	PfM18AAP inh = -0.2

# An excerpt of the results above, as a working copy:
# Value order – MEKK3 PB1 HTS	GPR7 antagonist	NALP1 inh	MEKK2mut PB1 HTS	MEKK2 WT-MEK5	PHOSPHO1 inh	OXTR ag	DNA FID counter	PfM18AAP inh
- NC(N)=NC(=S)Nc1ccc(Cl)cc1
  99.0	-4.8	-1.7	6.0	106.0	50.8	nt	-3.0	-0.7
- COc1ccccc1-c1cn[nH]c1-c1ccc(O)cc1O
  105.0	6.1	-4.9	3.0	102.0	31.6	3.4	-8.1	16.5
